Screens deposited in PubChem BioAssay by several laboratories.
M. tuberculosis GlmU: inhibition of mycobacterial GlmU enzyme – biochemical, glucosamine-1-phosphate acetyltransferase (AID 1376); M. tuberculosis GlmU acetyltransferase enzyme assay; higher % means a stronger effect; inhibition, %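 (tested at 30 µM in the primary screen)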, or IC50 in µM where a hit was titrated; 220,000 compounds, 0.25% hits; in the data active = inhibition above about 13%;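 note: 0% = complete reaction with vehicle and 100% = reaction without substrate; strong numbers were not always called active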
RmlCD inh 1536: M. tuberculosis RmlC/RmlD inhibition; 160,000 compounds, 0.03% hits; P9WH09+P9WH11; RmlC+RmlD coupled enzyme assay, percent inhibition; primary screen in compound mixtures; inhibition, % at 3.6 µM; in the data active = inhibition mostly above about 34%, no sharp cut-off; note: some results filed as inactive read as strong as hits
Target sequence (P9WH09 whole entry, looked up): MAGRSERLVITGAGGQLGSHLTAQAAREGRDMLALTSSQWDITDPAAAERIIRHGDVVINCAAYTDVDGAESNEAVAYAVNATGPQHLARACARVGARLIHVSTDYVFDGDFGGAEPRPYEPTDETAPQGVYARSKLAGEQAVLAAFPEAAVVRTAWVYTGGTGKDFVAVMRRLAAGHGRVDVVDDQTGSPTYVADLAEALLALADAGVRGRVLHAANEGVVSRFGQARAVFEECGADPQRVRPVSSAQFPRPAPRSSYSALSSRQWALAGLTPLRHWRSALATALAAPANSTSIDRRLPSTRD
Target sequence (P9WH11 whole entry, looked up): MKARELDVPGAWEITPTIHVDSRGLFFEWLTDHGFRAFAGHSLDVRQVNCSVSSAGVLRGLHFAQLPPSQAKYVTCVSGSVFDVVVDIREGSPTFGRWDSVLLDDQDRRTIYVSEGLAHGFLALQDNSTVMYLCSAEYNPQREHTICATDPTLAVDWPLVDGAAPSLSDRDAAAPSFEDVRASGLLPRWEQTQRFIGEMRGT
An asterisk follows results filed as active; / = no result given. This is a subset. The share of hits here may be higher or lower than overall.

The line under a structure holds: RmlCD inh 1536, M. tuberculosis GlmU
- CCN(CC)C(=O)NC1CCCCCCC1
    18, -3.9%
- C/C(CC(=O)NC12CC3CC(CC(C3)C1)C2)=N\NC(=O)c1cnccn1
    9, 0.5%
- CCN(CC)CCn1c(=S)[nH]c2ncccc2c1=O
    /, 1.6%
- CN(CCN1CCOCC1)Cc1nc(-c2ccc(Cl)cc2)no1
    /, 3.3%
- O=C(COc1ccccc1)NC(Cc1c[nH]c2ccccc12)C(=O)O (stereo unspecified)
    -11, 7.8%
- CCCCc1ccc(NC(=S)Nc2ccc(Nc3ccc(OC)cc3)cc2)cc1
    -7, -5.6%
- COc1ccc(OC(C)C(=O)NC2CC(C)(C)NC(C)(C)C2)cc1 (stereo unspecified)
    8, -2.7%
- COc1ccc(-n2c(SCC(=O)NCC3CCCO3)nc3n[nH]c(C)c3c2=N)cc1 (stereo unspecified)
    -9, -0.1%
- CC(C)(C)C(=O)NC(=S)NCCc1ccccc1
    35, 0.5%
- CCOC(=O)C1=C(C)NC(SCC(=O)Nc2cc(C)on2)=C(C#N)C1c1cccs1 (stereo unspecified)
    /, 1.8%
- Cn1nnc(NC(=S)NC(=O)/C=C/c2ccco2)n1
    8, 0.7%
- CNC(=O)/C=C/c1cccc(C(F)(F)F)c1
    /, -1.8%
- Cc1cc(/C=C2\SC(=S)NC2=O)c(C)n1-c1ccccc1
    7, 2.0%
- COc1cccc(C(=O)N2CCN=C2SCc2cccnc2)c1OC
    /, 9.2%
- O=C1CCc2cc(S(=O)(=O)N3CCCC3C(=O)NC3CCCCCCC3)ccc2N1 (stereo unspecified)
    /, 5.6%
- Cn1c(Cn2c(=O)sc3ccccc32)nnc1SCC(=O)NCc1ccccc1Cl
    -38, /
- CCN(CC)CCOC(=O)c1ccc(NC(=O)c2cccc(C)c2[N+](=O)[O-])cc1
    3, 1.6%
- Cc1ccc(CSc2nnc(-c3ccncc3)n2N)cc1
    /, 2.5%
- Cc1ccc(SC(C)c2nc(-c3cccnc3)no2)cc1 (stereo unspecified)
    -3, -3.2%
- COCCNC(=S)N1CCN(c2ccc(Cl)cc2)CC1
    -6, 1.4%
- CC(C)Cn1cc(C(=O)NCCCN2CCCC2=O)c2c3ccccc3n(C)c2c1=O
    4, 4.7%
- Cn1c(SC2CCCCC2=O)nnc1-c1ccncc1 (stereo unspecified)
    -7, 5.9%
- COc1ccc(-c2cc(C(=O)NNC(=S)NC(=O)c3c(-c4ccccc4)noc3C)[nH]n2)cc1
    3, -0.9%
- Cc1ccc(S(=O)(=O)N(C)c2ccc(OCC(=O)OCc3c(C)noc3C)cc2)cc1
    5, 5.9%
- COc1cc([C@@H]2c3cc4c(cc3[C@@H](O)[C@H]3COC(=O)[C@H]23)OCO4)cc(OC)c1O[Si](C)(C)C(C)(C)C
    /, 3.9%
- N#Cc1c(N)n(CCNC(=O)c2cccs2)c2nc3ccccc3nc12
    /, 1.5%
- CN1CCN(S(=O)(=O)c2ccc(NC(=S)NC(=O)C3CCCC3)cc2)CC1
    -6, 0.0%
- Cc1cccc(Nc2nc(N)nc(CN3CCN(C)CC3)n2)c1
    0, 2.3%
- NC1CCN(c2c(F)cc3c(=O)c(C(=O)O)cn(C4CC4)c3c2Cl)C1 (stereo unspecified)
    16, -3.3%
- CCOc1cc2[nH]c(=O)n(CCC(=O)NCCc3ccccc3)c(=O)c2cc1OCC
    /, 4.0%
- CCCCCCSc1nnc(N)s1
    -8, 4.3%
- CCOc1nc(-c2ccccc2O)nc2ccccc12
    /, 4.0%
- CCCn1c(SCC(=O)NC)nnc1C(C)C
    1, 5.7%
- COc1ccc(/C=N/NC(=O)c2cc(O)c(O)c(O)c2)cc1Cn1cc([N+](=O)[O-])cn1
    7, 9.5%
- O=c1c(-c2cccc3ccccc23)[n+]([O-])c2ccccc2n1O
    -4, 0.7%
- O=C(COC(=O)c1ccccc1Oc1ccccc1)NC1CCS(=O)(=O)C1 (stereo unspecified)
    26, 11%
- O=[N+]([O-])c1cc(S(=O)(=O)N2CCCC2)ccc1N/N=C1/CCCc2ccccc21
    -13, 5.1%
- CCOC(=O)CC1C(=O)NCCN1c1nc2ccc(C)cn2c(=O)c1/C=C1\SC(=S)N(CC(C)C)C1=O (stereo unspecified)
    -9, -4.9%
- CC1=CC(=O)C(C(C)C)=C/C1=N\OC(=O)c1cccc2nc(C)oc12
    28, -4.7%
- COc1cc(/C=N/N2C(=O)CSC2=S)cc(Br)c1O
    7, 12%
- CC(=O)Nc1cccc(C(=O)OCc2ccc([N+](=O)[O-])cc2)c1
    -8, -0.2%
- CCOC(=O)Cn1c(=O)oc2cc(S(=O)(=O)N3CCN(c4ccccn4)CC3)ccc21
    /, 7.3%
- CSc1nnc(-c2ccc(O)cc2)n1C
    11, 5.0%
- O=C(NCCCN1CCCC1=O)c1ccc(OC(F)(F)F)cc1
    -3, -0.3%
- COc1ccccc1C(=O)NCCn1cc(SCC(=O)NCc2ccco2)c2ccccc21
    -8, 1.8%
- COc1nc(C#N)nc(N(C)C)n1
    /, 5.8%
- Cc1onc(-c2ccccc2Cl)c1C(=O)Nc1ccccc1N1CCOCC1
    /, 0.2%
- O=[N+]([O-])c1ccc(NCCCNS(=O)(=O)c2ccccc2)cc1
    4, 5.2%
- COc1ccc(NC(=S)N2CCCN(Cc3cc(C)ccc3C)C2)cc1
    2, -5.7%
- CC(C)CCSc1nc(N)c(C#N)cc1C#N
    /, -1.8%
- CC(=O)N/C(=C/c1ccc(OS(=O)(=O)c2ccc(C)cc2)cc1)C(=O)NCCO
    11, 6.3%
- CC(C)CCNC(=O)COc1ccc(C(=O)c2ccccc2)cc1
    15, 6.7%
- CSc1ccccc1NC(=O)c1ccc(C)o1
    -2, 1.8%
- NC(=O)c1c(NC(=O)Cn2cnc([N+](=O)[O-])n2)sc2c1CCCC2
    2, 0.4%
- O=S(=O)(c1ccc(Br)cc1)n1ccc2ccccc21
    -7, 0.6%
- O=C(/C=C/c1ccccc1)NC(=S)Nc1ccc2c3c(cccc13)CC2
    /, 1.9%
- Cc1cc(OCC(=O)NC2CCCCC2)ccc1Cl
    6, 2.2%
- COc1cc(OC)c(S(=O)(=O)Nc2ccc(C)cn2)cc1NC(C)=O
    -3, 2.2%
- CC1CCN(S(=O)(=O)c2ccc(N=NC3=C(O)CC(C)(C)CC3=O)cc2)CC1
    6, -0.5%
- CC(=O)Nc1ccc(NC(=O)c2ccc(COc3ccc4c(C)cc(=O)oc4c3)cc2)cc1
    5, 1.2%

A different layout for 2 compounds above.
SMILES	RmlCD inh 1536	M. tuberculosis GlmU
CC(=O)N/C(=C/c1ccc(OS(=O)(=O)c2ccc(C)cc2)cc1)C(=O)NCCO	11	6.3%
CC(C)CCNC(=O)COc1ccc(C(=O)c2ccccc2)cc1	15	6.7%

(list continues)
The line under a structure holds: RmlCD inh 1536, M. tuberculosis GlmU
- NS(=O)(=O)c1ccc(CCNC(=O)c2ccc([N+](=O)[O-])cc2[N+](=O)[O-])cc1
    -14, -0.5%
- CCCn1nc(C(=O)Nc2ccc(S(=O)(=O)Nc3ncccn3)cc2)c2ccccc2c1=O
    /, -1.7%
- CC1CC(C)CN(C(=O)CCNS(=O)(=O)c2ccc3c(c2)CCC(=O)N3)C1 (stereo unspecified)
    10, 2.8%
- COc1ccc(CCN(Cc2cc3cccc(C)c3n3nnnc23)C(=O)c2ccncc2)cc1OC
    17, 2.5%
- O=C(Nc1ccc2c(c1)C(=O)N(CC1CCCO1)C2=O)c1ccccc1Br (stereo unspecified)
    -4, -0.5%
- COc1ccc(NS(=O)(=O)/C=C/c2ccc(OC)c(OC)c2)cc1
    /, -3.9%
- COc1ccc(NC(=O)c2onc(C)c2Cl)cc1OC
    -9, 3.4%
- COC(=O)C(C)Oc1cc(C)cc2oc(=O)c3c(c12)CCCC3 (stereo unspecified)
    11, 0.1%
- COc1ccc(/C=C/C(=O)NCC(=O)N/N=C/c2cc(Br)ccc2OCc2ccccc2)cc1
    -5, -0.3%
- CCOc1ccc(NC(=O)N2CCC(c3nc4ccccc4o3)CC2)cc1
    -10, -4.4%
- O=P(Nc1cccc(F)c1)(Oc1ccccc1F)Oc1ccccc1F
    1, -2.5%
- Cc1cc(C)cc(NC(=O)NCc2c(-c3ccccc3)noc2C)c1
    -4, 2.1%
- C=CCc1c(C)c(C#N)c2nc3ccccc3n2c1N1CCCCC1
    2, -2.6%
- COc1ccc(F)cc1S(=O)(=O)N1CCN(Cc2ccc3c(c2)OCO3)CC1
    /, 9.6%
- CC(SCCc1ccccn1)C(=O)O (stereo unspecified)
    /, 1.1%
- Cc1onc(-c2ccccc2Cl)c1C(=O)N1CCN(c2cccc(Cl)c2)CC1
    3, 2.8%
- COC(=O)c1cc(=O)n(-c2ccc(C(F)(F)F)cc2)[nH]1
    /, -5.9%
- CCn1cc(C(=O)NCc2ccccc2OC)c(=O)c2ccc(C)nc21
    /, -1.3%
- CC(=O)N(C)c1nc(-c2ccc(Cl)cc2)cs1
    8, -5.1%
- COc1ccc(S(=O)(=O)N2CCC(C(=O)N3CCN(c4ccccc4OC)CC3)CC2)cc1
    -8, -2.1%
- CC(C)(C)c1ccccc1NC(=S)NC1CCCCC1
    -10, 3.4%
- Cc1ccc(OCc2ccc(C(=O)NCC3CCCO3)cc2)cc1 (stereo unspecified)
    11, -0.5%
- Fc1ccc(-c2nnc3sc(C4COc5ccccc5O4)nn23)cc1 (stereo unspecified)
    /, 6.2%
- O=C(Cc1cccc2ccccc12)N/N=C/C=C/c1cccc([N+](=O)[O-])c1
    5, 2.7%
- Cc1[nH]c2ccccc2c1CCN(Cc1cccnc1)C(=S)Nc1cccc(F)c1
    -1, -4.3%
- Cc1cn(S(=O)(=O)c2ccc(Cl)cc2)c(C)n1
    /, 0.7%
- O=C(Nc1ccc(C(=O)O)cc1)/C(=C\c1ccc2c(c1)OCO2)NC(=O)c1ccc(Br)o1
    26, 1.0%
- C=CCN1c2ccccc2[C@]23C[C@@H](C(=O)OC)N(C(=O)c4cc(C)oc4C)C2=NC(C(=O)OC)=C(C(=O)OC)[C@H]13
    /, 5.2%
- CCc1nnc(NS(=O)(=O)c2ccc(NC(=O)c3ccc(Cl)cc3)cc2)s1
    /, 1.6%
- OC(COc1ccc2c(c1)OCO2)CN1CCN(c2ccc(F)cc2)CC1 (stereo unspecified)
    11, -2.4%
- CCOC(=O)c1c(NC(=O)CCN2CCOCC2)sc(C)c1-c1ccccc1
    /, -2.7%
- CC(Sc1nc2ccccc2s1)C(=O)Nc1ccc2c(c1)OCO2 (stereo unspecified)
    0, -0.6%
- CCCCCc1nnc(NC(=O)CS(=O)(=O)Cc2ccccc2)s1
    -11, 0.2%
- O=C(NCCCN1CCOCC1)c1ccc(-c2ccc(Cl)cc2)o1
    -2, -3.3%
- O=C(NCc1ccco1)C(Cc1ccccc1)N1C(=O)c2ccccc2C1=O (stereo unspecified)
    /, 3.9%
- CCn1c(OC)nc2c1c(=O)n(C)c(=O)n2C
    -8, 1.1%
- CCN(CC)C(=O)c1ccc(COc2ccccc2Cl)cc1
    12, 1.3%
- COc1ccc(C(=O)C2CCCN(C(=O)c3noc4c3CCCC4)C2)cc1F (stereo unspecified)
    4, 0.4%
- Clc1ccccc1-c1nnc(-c2ccccc2Cl)o1
    /, -4.9%
- COC(=O)c1c(=O)n(O)c2ccc(OC)cc2[n+]1[O-]
    /, 1.1%
- Cn1c(CSCc2ccc(Cl)c(Cl)c2)nnc1SCC(=O)Nc1nccs1
    /, -4.5%
- COC(=O)C1=C(C)NC2=C(C(=O)CCC2)C1c1cn(Cc2ccc(Cl)cc2Cl)nc1-c1ccccc1 (stereo unspecified)
    -4, 0.2%
- O=C1CC(C(=O)N2CCOCC2)C2(CCCCC2)O1 (stereo unspecified)
    6, -5.6%
- COc1ccc(Cn2c(=O)c3[nH]cnc3n(-c3ccc(C)cc3)c2=O)cc1
    -4, 1.1%
- CCC(C)NCCOc1cc(C)cc(C)c1C (stereo unspecified)
    6, -2.1%
- C=CCOc1ccccc1/C=c1\sc2nc(=O)c(C)nn2c1=O
    8, 3.6%
- Cc1nc2ccccc2c2oc(C(=O)NCC3COc4ccccc4O3)cc12 (stereo unspecified)
    /, -4.4%
- Cc1nnc(SCC(=O)N2CCN(S(=O)(=O)c3ccccc3)CC2)[nH]c1=O
    /, 3.3%
- CCOc1cc(CN2CCSCC2)ccc1O
    0, 1.2%
- COCCNC(=O)/C(C#N)=C/c1cccc(OCc2ccccc2)c1
    -8, 0.4%
- COc1ccc(C(=O)Cn2nnc(-c3ccccc3-n3cnnn3)n2)cc1
    /, -2.6%
- COc1cc(/C=C/C(=O)N2c3ccccc3Sc3ccc(C(F)(F)F)cc32)cc(OC)c1OC
    /, -0.9%
- Cc1ccc(N)c(C(=O)CCCCC(=O)O)c1
    /, -8.3%
- Cc1ccc(C)c(NC(=O)C(Sc2nncn2C)c2ccccc2)c1 (stereo unspecified)
    /, 9.6%
- O=C(NCc1ccco1)c1csc(Nc2ccccc2Cl)n1
    /, 2.3%
- CC1Cc2ccccc2N1C(=O)CSc1nncn1C (stereo unspecified)
    5, -2.8%

A second format for four compounds above.
> COC(=O)C1=C(C)NC2=C(C(=O)CCC2)C1c1cn(Cc2ccc(Cl)cc2Cl)nc1-c1ccccc1 (stereo unspecified)
  RmlCD inh 1536: -4
  M. tuberculosis GlmU: 0.2%
> COCCNC(=O)/C(C#N)=C/c1cccc(OCc2ccccc2)c1
  RmlCD inh 1536: -8
  M. tuberculosis GlmU: 0.4%
> Cc1nnc(SCC(=O)N2CCN(S(=O)(=O)c3ccccc3)CC2)[nH]c1=O
  RmlCD inh 1536: /
  M. tuberculosis GlmU: 3.3%
> Cc1ccc(N)c(C(=O)CCCCC(=O)O)c1
  RmlCD inh 1536: /
  M. tuberculosis GlmU: -8.3%
